Insulin prom inh – TRM-6 insulin promoter activity inhibition; TRM-6 cells (human fetal islet line), insulin promoter-eGFP reporter, imaging; reporter expression induced with tamoxifen; inhibition, % at 2 µM; 130,000 compounds, 0.9% hits;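 active = inhibition above the mean plus 3 SD, with well images judged a real hit on visual review, cut at about 60% in these data, passing the limit was not always enough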
sdo1 growth – sdo1-depleted yeast growth rescue. S. cerevisiae sdo1-depleted JHY4D growth rescue, OD600 30 h; hits give high values; pdr5 snq2 efflux-pump mutant strain. z-score at 10 µM. 140,000 compounds, 0.21% hits. AID 817;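 active = z-score above 3 at both the 24 hr and the 30 hr optical density reads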;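 also: z-score against mean and SD of all compound wells on the same plate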
sdo1 growth Rescue 24 h – recorded beside sdo1 growth, whose call it bears; z-score; S. cerevisiae sdo1-depleted JHY4D growth rescue, OD600; measured here: growth rescue at 24 h;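 0 is the plate mean of compound wells and units are plate SD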
Active calls of the source: *; nt = not tested or not shown. Some of the compounds tested. The share of hits here may be higher or lower than overall.

SMILES | Insulin prom inh | sdo1 growth | sdo1 growth Rescue 24 h
Cc1c(C)n(CC(O)CN2CCOCC2)c2ccccc12 (stereo not given) | nt | 0.66 | 0.42
O=C(CSc1ccccc1Cl)c1ccco1 | nt | 0.1 | -0.08
CC1CCCCN1S(=O)(=O)c1ccc(C(=O)Nc2nnc(-c3ccccc3Cl)o2)cc1 (stereo not given) | nt | 0.78 | 1
CCCn1c(C2CC(=O)N(c3cc(OC)ccc3OC)C2)nc2ccccc21 (stereo not given) | nt | 0.69 | 0.3
CC(C)c1ccc(-c2c(C#N)c(N)nc(SCC(=O)N3CCCCC3)c2C#N)cc1 | nt | -0.02 | 2.1
COC(=O)c1ccc(N)c(N=CC2=C(O)CC(C)(C)CC2=O)c1 | nt | -0.17 | -0.32
Fc1ccc(CSc2ccc3nnc(-c4ccccn4)n3n2)cc1 | -54 | nt | nt
FC(F)c1nnc2c(Cl)cc(C(F)(F)F)cn12 | 5 | nt | nt
O=C(O)/C=C/C(=O)Nc1ccccc1SC(F)(F)F | nt | -0.19 | -0.62
NC(=O)c1c(NC(=O)CN2CCCC2)sc2c1CCCC2 | -62 | 1.6 | 1.7
Cc1nnc(SCC(=O)NC(=O)NC(C)(C)C)n1N | nt | 0.42 | 0.05
C=CCNC(=O)c1ccccc1NC(=O)c1ccc(Cl)c(S(=O)(=O)Nc2cc(C)ccc2C)c1 | nt | -0.75 | -0.39
O=C(CNCc1ccc(F)cc1)Nc1ccccc1-c1ccccc1 | -21 | -0.63 | -0.89
COc1ccccc1NS(=O)(=O)c1ccc2c(c1)n(C)c(=O)n2C | nt | 0.73 | 0.35
CCCOc1ccc(/C=C/C(=O)Nc2ccc([N+](=O)[O-])cc2C)cc1OC | 29 | -0.82 | 0.64
Cc1ccc(OCc2nnc(SCCN3CCOCC3)n2C)cc1 | nt | 2.1 | 2.2
O=C(N1CCN(c2cccc(Cl)c2)CC1)C1(S(=O)(=O)c2ccc(Cl)cc2)CC1 | -29 | -2.7 | -1.9
O=C(Nc1ccccc1C(=O)O)c1ccc(Br)o1 | 21 | 0.74 | 0.48
COc1ccccc1Nc1nc(N)nc(CN2CC(C)CC(C)C2)n1 (stereo not given) | 8 | nt | nt
Cn1c(=O)oc2cc(S(=O)(=O)NCCC(=O)N3CCc4ccccc4C3)ccc21 | -8 | -0.01 | -0.81
Cc1ccc(C(=O)Nc2ccc(C)c(S(=O)(=O)N(C)C)c2)s1 | 6 | 0.39 | -0.16
O=C(c1ccc(Oc2ccc(C(F)(F)F)cn2)cc1)N1CCN(c2ccccc2)CC1 | -29 | -1.8 | -1.4
CCOC(=O)c1c(C)n2c3c(cc(C)cc13)CCC2 | 0 | nt | nt
COC(=O)c1ccc(COC(=O)CNC(=O)c2ccco2)cc1 | 4 | 0.17 | -0.18
O=C(CN(c1ccc(F)cc1)S(=O)(=O)c1ccc2c(c1)OCCO2)NCc1ccccc1 | 6 | -2.3 | -2.3
CCNC(=O)OCc1cn(-c2ccc(Cl)cc2)nn1 | -19 | nt | nt
C/C(=N\NC(=O)C(=O)N/N=C(\C)c1cccc(O)c1)c1cccc(O)c1 | 24 | nt | nt
O=C(Nc1ccsc1C(=O)NC1CC1)c1ccccc1 | 85* | 0.05 | 0.38
COc1cccc(C2Nc3cc(Cl)c(S(N)(=O)=O)cc3S(=O)(=O)N2)c1 (stereo not given) | -14 | 0.98 | 0.96
COc1ccc(N2CCN(C(=O)c3ccc(C(C)(C)C)cc3)CC2)cc1 | 60 | -0.96 | -0.8
CCCCOC(=O)C(C)Nc1n[nH]c(=O)[nH]c1=O (stereo not given) | 13 | 0.89 | 0.62
Cc1csc(NC(=O)CSc2nnc(-c3ccc(S(=O)(=O)N4CCCC4)cc3)o2)n1 | 0 | -0.16 | 0.35
COC(=O)c1ccc(CN2C(=O)NC3(CCCCC3)C2=O)cc1 | -17 | nt | nt
COc1ccc(/C=C2\N=C3CCCCCN3C2=O)cc1OC | -46 | 0.22 | 0.98
Cn1c(SCc2nc(-c3ccccc3)no2)nnc1-c1cccs1 | 28 | -0.66 | -1.1
O=Nc1c(O)[nH]c2c(F)cccc12 | -58 | -0.18 | 0.82
O=C(Nc1nnc(CSCc2ccccc2F)s1)c1cccc([N+](=O)[O-])c1 | 7 | -0.26 | 0.47
CCCCC(CCC(=O)Nc1ccc(C(=O)OCC)cc1)C(=O)O (stereo not given) | 20 | 2 | 2.2
O=C(NCCCn1ccnc1)c1cccc(S(=O)(=O)NCc2ccccc2)c1 | -400 | nt | nt
O=C(OCC(=O)N1CCN(c2ccccc2)CC1)c1ccc[n+]([O-])c1 | 47 | nt | nt
CCC(=O)Nc1ccc(C(=O)Nc2cccc(OC)c2)cc1 | -493 | -0.26 | 0.87
CCOc1ccc(N2CC(C(=O)NCCCN3CCOCC3)CC2=O)cc1 (stereo not given) | 6 | 0.32 | -0.55
Cc1ccc(C2=NN=C(NC(=O)CSc3nnc4c5ccccc5n(C)c4n3)SC2)cc1 | -31 | -0.87 | 0.11
Fc1ccc2nc(Nc3nc4c(F)cccc4s3)sc2c1 | nt | -0.76 | -0.8
C/C(=N\NC(=O)c1ccc(CSc2nc(C)cc(C)n2)cc1)c1ccco1 | 26 | nt | nt
CC(C)CC(COCc1ccc(Cl)cc1)N1CCN(C(=O)c2cccc(C(F)(F)F)c2)CCC1=O (stereo not given) | 20 | 0.12 | -0.16
CN(C)c1ccc(CNC(=O)C2CCN(S(=O)(=O)c3ccc4c(c3)CCC(=O)N4)CC2)cc1 | nt | 0.64 | -0.08
COc1ccccc1N1CCN(c2nc(N)c(C#N)c(CC#N)c2C#N)CC1 | 27 | -0.6 | -1.8
Cc1ccccc1C(=O)Oc1cc(N)n(S(=O)(=O)c2ccccc2)n1 | 3 | nt | nt
CCOc1ccc(C(=O)NCCCN(CC)CC)cc1 | -15 | -0.08 | -0.29
Cc1nc2ccc(S(=O)(=O)NCC(=O)N3CCOCC3)cc2s1 | 64 | -0.72 | 0.29
CCC(=O)Nc1ccccc1-c1nnn(CC(=O)N2c3ccccc3CC2C)n1 (stereo not given) | 43 | -1.1 | -1.4
COc1ccccc1NS(=O)(=O)c1cccc(C(=O)N/N=C/c2c(C)nn(-c3ccccc3)c2N2CCCC2)c1 | 44 | 0.97 | 1.1
O=C(NCc1ccc2c(c1)OCO2)C1CC(c2cccc(Br)c2)=NO1 (stereo not given) | -41 | -1.2 | -1.2
Cc1ccc(-c2noc(/C=C/c3ccccc3)n2)cc1 | -20 | -0.04 | 0.98
Cc1ccc(S(=O)(=O)n2ccc(-c3ccc(OCc4c(F)cccc4Cl)cc3)n2)cc1 | -4 | 0.67 | 0.79
Cc1ccc(S(=O)(=O)N2c3ccccc3-c3c(ssc3=S)C2(C)C)cc1 | 19 | -1.2 | -1.2
CC1CCN(C2(O)C(=O)Nc3ccc(Br)cc32)CC1 (stereo not given) | -20 | nt | nt
CC(=O)Nc1cc(C(=O)N2CCN(C)CC2)ccc1Sc1ccc(C)cc1 | -17 | -0.07 | -0.21
Cc1c(Cl)cccc1-c1ccc(/C=N/n2cnnc2)o1 | 6 | -0.37 | -0.15

15 compounds from above, ordered by length of the SMILES, high to low:
SMILES | Insulin prom inh | sdo1 growth | sdo1 growth Rescue 24 h
COc1ccccc1NS(=O)(=O)c1cccc(C(=O)N/N=C/c2c(C)nn(-c3ccccc3)c2N2CCCC2)c1 | 44 | 0.97 | 1.1
CN(C)c1ccc(CNC(=O)C2CCN(S(=O)(=O)c3ccc4c(c3)CCC(=O)N4)CC2)cc1 | nt | 0.64 | -0.08
CC(C)CC(COCc1ccc(Cl)cc1)N1CCN(C(=O)c2cccc(C(F)(F)F)c2)CCC1=O (stereo not given) | 20 | 0.12 | -0.16
Cc1ccc(C2=NN=C(NC(=O)CSc3nnc4c5ccccc5n(C)c4n3)SC2)cc1 | -31 | -0.87 | 0.11
Cc1ccc(S(=O)(=O)N2c3ccccc3-c3c(ssc3=S)C2(C)C)cc1 | 19 | -1.2 | -1.2
C/C(=N\NC(=O)c1ccc(CSc2nc(C)cc(C)n2)cc1)c1ccco1 | 26 | nt | nt
CCC(=O)Nc1ccccc1-c1nnn(CC(=O)N2c3ccccc3CC2C)n1 (stereo not given) | 43 | -1.1 | -1.4
CC(=O)Nc1cc(C(=O)N2CCN(C)CC2)ccc1Sc1ccc(C)cc1 | -17 | -0.07 | -0.21
Cc1ccccc1C(=O)Oc1cc(N)n(S(=O)(=O)c2ccccc2)n1 | 3 | nt | nt
Cc1nc2ccc(S(=O)(=O)NCC(=O)N3CCOCC3)cc2s1 | 64 | -0.72 | 0.29
CCC(=O)Nc1ccc(C(=O)Nc2cccc(OC)c2)cc1 | -493 | -0.26 | 0.87
Cc1c(Cl)cccc1-c1ccc(/C=N/n2cnnc2)o1 | 6 | -0.37 | -0.15
Cc1ccc(-c2noc(/C=C/c3ccccc3)n2)cc1 | -20 | -0.04 | 0.98
Fc1ccc2nc(Nc3nc4c(F)cccc4s3)sc2c1 | nt | -0.76 | -0.8
CCOc1ccc(C(=O)NCCCN(CC)CC)cc1 | -15 | -0.08 | -0.29

(more compounds)
SMILES | Insulin prom inh | sdo1 growth | sdo1 growth Rescue 24 h
O=C(COc1cccc(C(F)(F)F)c1)NCCCN1CCCC1=O | -3 | 0.53 | 0.48
CCOc1ccc(-c2nc(-c3ccccc3C)no2)cc1 | 0 | nt | nt
CCOC(=O)c1ccc(NC(=O)C23CCC(C)(C(=O)O2)C3(C)C)cc1 (stereo not given) | -26 | 0.26 | -0.33
O=C(O)CCC(=O)Nc1ccc(N2CCCCCC2)cc1 | 37 | 1.4 | 1.9
COC(=O)c1ccccc1N1CCS(=O)(=O)CC1 | -95 | nt | nt
COCCn1c(SCC(=O)Nc2nnc(C)s2)nnc1-c1cc2ccccc2cc1O | nt | 0.12 | -0.61
Cn1c(=O)[nH]c(=O)c2c1nc(CN1CCOCC1)n2CCCc1ccccc1 | -20 | 0.22 | -0.12
CCCn1c(SCc2nc(-c3cccs3)no2)nnc1-c1ccncc1 | -411 | 0.26 | 0.44
COC(=O)c1ccccc1NC(=O)C1CCN(S(=O)(=O)c2cc(C)ccc2OC)CC1 | 10 | -0.36 | -0.23
CC(C)c1ccccc1OCCNC(=O)c1cccnc1 | 40 | nt | nt
Cc1ccc(OCC(=O)Nc2ccc(O)c(-c3nc4ccccc4o3)c2)cc1 | 6 | -2.1 | -0.9
CCCc1[nH]nc2c1C(c1cccnc1)C(C#N)=C(N)O2 (stereo not given) | 64 | 0.78 | 0.44
CC(C)CC1NC(=O)N(CC(=O)N2CCN(S(=O)(=O)c3ccccc3)CC2)C1=O (stereo not given) | 51 | -0.12 | -0.14
CCCNC(=O)Nc1ccc2c(c1)nc(C)n2C | -53 | -0.49 | -1.1
CCOC(=O)c1ccc(NC(=O)C2(c3ccc(OC)cc3)CCCC2)cc1 | 14 | -0.58 | -0.14
N#Cc1nc(-c2ccc(OCc3ccccc3)cc2)oc1NCCN1CCOCC1 | 17 | -0.66 | -0.4
Cc1ccc(N2CCN(C(=O)Nc3cccc([N+](=O)[O-])c3)CC2C)cc1 (stereo not given) | -11 | nt | nt
COc1ccc(Cn2nnnc2C(c2ccccn2)N2CCN(c3cc(Cl)ccc3C)CC2)cc1 (stereo not given) | -48 | -0.66 | -0.87
Cc1nn2cc(-c3ccccc3)nc2[nH]c1=O | -22 | -0.1 | -0.47
Cc1ccc(-n2c(=S)[nH]c3nc4c(cc3c2=O)COC(C)(C)C4)cc1 | nt | -0.12 | 0.43
Cc1cc(C)n(-c2nc3ccccc3n3cnnc23)n1 | 21 | -0.76 | -0.8
Cc1ccccc1NC(=O)Cn1c(=O)n(-c2ccc(CC(=O)NCC3CCCO3)cc2)c(=O)c2ccccc21 (stereo not given) | 42 | nt | nt
Cc1ccc(S(=O)(=O)n2ccnc2)cc1C | nt | -1.6 | -1.2
O=S(=O)(c1cccc2ccccc12)n1nnc2ccccc21 | 17 | 0.69 | 0.85
CCOC(=O)N1CCN(c2c(NCCCN3CCCC(C)C3)c(=O)c2=O)CC1 (stereo not given) | nt | 0.82 | 0.31
CCOC(=O)c1sc(Nc2cccc(C)c2C)nc1C | -17 | -1.2 | -0.68
COc1n[nH]c(C(=O)NCc2ccccc2)c1[N+](=O)[O-] | 11 | nt | nt
Cc1nc(CNS(=O)(=O)c2ccccc2F)cs1 | 5 | 1.1 | -0.27
Cc1ccc(N(CC(O)Cn2nc(C)cc2C)S(=O)(=O)c2ccc3ccccc3c2)cc1 (stereo not given) | 27 | -0.73 | -0.92
COC(=O)c1cc(Br)c(=O)n(-c2cccc(F)c2)c1 | -13 | 0.7 | -0.18
O=C(NCc1ccco1)c1cccc(S(=O)(=O)N2CCOCC2)c1 | -11 | 0.11 | 0.01
O=C(CN1CCOCC1)N/N=C/C=C/c1ccccc1 | 0 | nt | nt
O=S(=O)(c1ccc(Br)s1)N1CCCCC1 | -58 | 0.86 | 1.1
Cc1cc(-c2ccccc2)nc(N(C)NC(=O)c2c(F)cccc2F)c1S(C)(=O)=O | 35 | -1 | -0.67
CCC1(c2ccc(F)cc2)NC(=O)N(CC(=O)Nc2ccc(C)c(S(=O)(=O)N3CCOCC3)c2)C1=O (stereo not given) | 50 | nt | nt
O=C1CCc2cc(S(=O)(=O)NC(Cc3ccccc3)C(=O)N3CCN(c4ccccn4)CC3)ccc2N1 (stereo not given) | 7 | nt | nt
